# Assay outcomes (PubChem BioAssay)
# HIV fusion peptide = inhibitors of HIV fusion peptide binding, primary screen, biochemical, uHTS, fluorescence dequenching (AID 1986). cell-free peptide binding, fluorescence dequenching, 30 min; higher % means a stronger effect. one-dose inhibition, % at 20 µM; IC50 in µM for titrated hits. 0.3% of 290,000 active; in the data active means inhibition mostly above about 52%, no sharp cut-off; inactive means mostly below about 76%; further: some results filed as inactive read as strong as hits
# SV40 large T antigen = SV40 large T antigen inhibitors, biochemical (AID 1903). inhibition, % at 20 µM, or IC50 in µM where a hit was titrated. 0.39% of 310,000 active. SV40 large T antigen ATPase/helicase inhibition assay; higher % means a stronger effect; in the data active means a potency from the dose series; inconclusive means inhibition mostly from about 32% at the one dose, without a potency; inactive means the rest, 99 in 100 with inhibition below about 32%; further: strong numbers were not always called active
# SIAH1 antagonists = Siah-1 peptide-binding antagonists, primary screen, biochemical, fluorescence polarization, rhodamine-plectin, uHTS (AID 1817). 0.02% of 290,000 active. one-dose displacement, % at 20 µM; IC50 in µM for titrated hits. Siah-1 / rhodamine-plectin peptide fluorescence polarization; higher % means a stronger effect;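 active means displacement of at least 50% at 20 µM, with a fluorescence ratio check between 0.3 and a set limit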;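 further: plate controls were Siah plus tracer with DMSO for no effect and tracer alone without Siah for full effect; strong numbers were not always called active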
# XIAP antagonists = small molecules displacing peptide from XIAP – biochemical, IAP family, fluorescence polarization (AID 1018) | 0.007% of 200,000 active | displacement, % at 20 µM, or IC50 in µM where a hit was titrated | XIAP BIR domain, fluorescence polarization peptide displacement; higher % means a stronger effect; in the data active means displacement above about 50%; further: a part of the inactive calls stands beside numbers as strong as those of hits
# LYP phosphatase = PTPN22 lymphoid phosphatase activity blockers – biochemical, fluorescence intensity, uHTS (AID 1779); recombinant LYP phosphatase, fluorescence intensity; higher % means a stronger effect; one-dose inhibition, % at 11.5 µM; IC50 in µM for titrated hits; 0.054% of 290,000 active; in the data active means inhibition above about 50%;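 further: plate controls were vehicle with enzyme for no effect and no enzyme for full effect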
# Rac1 GTP hydrolysis = MgcRacGAP GTPase-activating activity inhibitors, confirmation, biochemical, ADP Hunter fluorescence; MgcRacGAP-stimulated Rac1 GTP hydrolysis, ADP Hunter fluorescence; higher % means a stronger effect; GST-tagged Rac1 F28L mutant substrate; one-dose inhibition, % at 30 µM; IC50 in µM for titrated hits; 0.6% of 340,000 active;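 active means first-screen hits whose inhibition reached a set limit at any dose in the follow-up dose series; inconclusive means inhibition above the set first-screen limit but never retested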;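 further: fluorescence reports GDP produced by GAP-driven GTP hydrolysis; strong numbers were not always called active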
# Dengue-2 NS5 capping = flavivirus cap methylation enzyme inhibition – biochemical, confirmation dose response, primary screen (AID 588689); 0.3% of 340,000 active; Dengue-2 NS5 methyltransferase capping enzyme assay, biochemical; higher % means a stronger effect; inhibition, % at 25 µM; hits with a dose series show IC50 in µM; in the data active means a potency from the dose series; inconclusive means inhibition above about 29% without an active follow-up result
# RSV CPE inhibition = inhibition of RSV-induced cytopathic effect – HEp-2 cells, primary 10 µM value included (AID 2391). 0.13% of 310,000 active. CPE inhibition, % at 10 µM; hits with a dose series show IC50 in µM. HEp-2 cells, RSV-induced CPE inhibition; higher % means a stronger effect; in the data active means a potency from the dose series; inconclusive means CPE inhibition mostly from about 23% at the one dose, without a potency; inactive means the rest, 99 in 100 with CPE inhibition below about 21%; further: strong numbers were not always called active
# AID2073 = disruptors of CaV2.2 binding to Mint1 – biochemical, HTRF (AID 2073); HTRF protein-protein interaction, Mint1-CaV2.2; higher % means a stronger effect; 0.19% of 290,000 active; inhibition, % at 20 µM; hits with a dose series show IC50 in µM; in the data active means inhibition mostly above about 51%, no sharp cut-off; inconclusive means no clear call, values can overlap the other calls; inactive means mostly below about 53%; further: some results filed as inactive read as strong as hits
# Dengue-2 NS5 capping pilot replicate = also measured in Dengue-2 NS5 capping; calls as there; inhibition, %; measured here: pilot screen replicate inhibition
# An asterisk follows results filed as active; ? = inconclusive; / = no result given.
SMILES,HIV fusion peptide,SV40 large T antigen,SIAH1 antagonists,XIAP antagonists,LYP phosphatase,Rac1 GTP hydrolysis,Dengue-2 NS5 capping,RSV CPE inhibition,AID2073,others
CCNC(=S)NNC(=O)c1cc(-c2ccc(OC)cc2)nc2ccccc12,1.2%,21%,-8%,0.3%,-4%,12%,4%,1.6%,3%,
NC(=O)N/N=C1\c2ccccc2-c2c(C(N)=O)cccc21,-1.3%,3%,2%,/,-3%,-3%,-2%,1.4%,3%,
CC(=O)c1ccc(N2CCN(C(=O)CCC(=O)c3cccs3)CC2)cc1,-0.5%,5%,0%,-5.3%,-3%,-6%,-2%,-0.7%,0%,
CN(Cc1cc(=O)n2ccsc2n1)c1ccccc1,0.7%,4%,-9%,-6.1%,-10%,11%,0%,2.9%,0%,
CC(C)c1cc(C(N)=O)c(NC(=O)c2cccc(COc3ccc(Br)cc3)c2)s1,-1.6%,15%,-3%,-4.9%,-6%,1%,-3%,14%,8%,
COc1ccc(C(=O)Nc2c(F)c(F)c(F)c(F)c2F)c(OC)c1,0.0%,-2%,5%,-3.1%,-11%,11%,0%,-1.3%,-1%,
Cc1ccc2oc(-c3ccco3)nc2c1,0.2%,17%,5%,-0.8%,2%,6%,1%,1.9%,-1%,
Nc1nc(SCc2ccc(Cl)cc2Cl)nc2nc3c(cc12)CCCC3,0.3%,-9%,-11%,-4.2%,-7%,6%,-6%,2.6%,11%,
NC(=O)c1cc([N+](=O)[O-])ccc1NCCN1C(=O)c2ccccc2C1=O,1.1%,4%,8%,-3.7%,-9%,/,/,1.6%,35%,
O=C1c2cccc3cccc(c23)C(=O)N1CCCN(C(=O)c1cccs1)c1cccc(F)c1,0.3%,1%,2%,-3.9%,3%,8%,-1%,2.0%,7%,
O=C(NC(=S)Nn1cnnc1)c1ccccc1Br,-2.3%,6%,4%,/,-3%,11%,-1%,1.8%,-19%,
O=C(N1CCN(c2ccccc2F)CC1)C1(S(=O)(=O)c2ccc(Cl)cc2)CC1,-0.8%,6%,3%,/,-7%,9%,2%,0.2%,-3%,
COc1ccc(/C=N/NC(=O)c2snnc2C)c(OC)c1OC,1.4%,-18%,7%,-9.2%,-3%,1%,-1%,0.1%,54%,
COc1ccc(-n2nc(C(=O)NCC(=O)NCCCN3CC(C)CC(C)C3)c3ccccc3c2=O)cc1Cl (configuration not stated),-0.1%,8%,-1%,/,0%,6%,-4%,0.7%,2%,
COc1cc(/C=N/Nc2ccc(Cl)c(C(=O)O)c2)ccc1OC(=O)c1ccc(F)cc1,27µM*,8%,0%,/,0%,8%,2%,1.9%,20%,
COc1ccc(/C=C(/C(=O)Nc2ccccc2C(=O)NC(C)C)c2ccccc2)cc1,-1.8%,5%,0%,-2.2%,6%,5%,-8%,12%,-2%,Dengue-2 NS5 capping pilot replicate=-2.9
CC(C)Nc1nc(Oc2ccc(=O)n(-c3ccccc3)n2)nc(N(C)C)n1,-0.9%,-2%,-4%,/,-7%,12%,-4%,0.0%,-12%,
Cc1noc(C)c1CSc1nnc(-c2cccnc2)n1C1CCCCC1C (configuration not stated),0.2%,7%,-1%,-4.5%,-4%,8%,1%,0.2%,-4%,
CCOC(=O)N1CCN(C(=O)CSc2nc(=O)n3ccccc3n2)CC1,/,10%,/,/,/,4%,2%,-1.9%,/,
CC(C)n1c(=NC(=O)c2ccco2)c(C#N)cc2c(=O)n3ccccc3cc21,11%,2%,-1%,-8.5%,-36%,12%,19%,-1.7%,46%,
CC(NC(=O)c1cc2c(cc1Cl)N1CCCCCC1=NS2(=O)=O)c1ccc(S(N)(=O)=O)cc1 (configuration not stated),/,8%,/,/,/,5%,1%,-0.3%,/,
Cn1nccc1C(=O)NC1CC(C)(C)Cc2c1cnn2-c1ccc(F)cc1 (configuration not stated),1.2%,5%,9%,/,-8%,8%,-5%,2.3%,-2%,
COc1ccc(NC(=S)N/N=C/c2ccc(F)c(F)c2)cc1,-1.2%,49%,0%,/,0%,16%,-11%,-0.8%,-19%,
O=C1NC2=C(C(=O)CCC2)C(c2ccc(OC(F)F)cc2)N1 (configuration not stated),-1.4%,4%,-5%,/,-10%,6%,-4%,-0.3%,10%,
CCN(CC)C(=O)CC(c1ccc(F)cc1)c1ccco1 (configuration not stated),6.3%,4%,-1%,1.5%,-4%,7%,-1%,0.8%,24%,

# (cont.)
SMILES,HIV fusion peptide,SV40 large T antigen,SIAH1 antagonists,XIAP antagonists,LYP phosphatase,Rac1 GTP hydrolysis,Dengue-2 NS5 capping,RSV CPE inhibition,AID2073,others
CN(C)C(=O)c1nc2ccc(Cl)cn2c1CNCc1cccc(OC(F)(F)F)c1,-0.5%,24%,-4%,/,-8%,2%,5%,0.1%,3%,
CCCCC(=O)Nc1cccc(NC(=S)NC(C)=O)c1,1.1%,3%,-1%,-11%,2%,9%,3%,0.6%,-2%,
CCSc1nc2sc3c(c2c(=O)[nH]1)CC(C)(CC)OC3 (configuration not stated),-3.9%,22%,0%,-1.0%,-1%,8%,5%,3.1%,-24%,
Cc1c(C(=O)NCCN2CCOCC2)oc2ccc(S(=O)(=O)N3CCCCCC3)cc12,-0.2%,2%,-2%,-7.9%,-1%,6%,-7%,0.6%,-11%,
COc1cccc(CN(C)Cc2cc(=O)oc3cc(O)c(Cl)cc23)c1,2.5%,14%,15%,/,-18%,27%,1%,?,24%,
Cc1c(Nc2nc3ccccc3nc2NS(=O)(=O)c2cccs2)c(=O)n(-c2ccccc2)n1C,3.0%,10%,-1%,-4.4%,-5%,1%,7%,0.8%,8%,
C=CCn1c(SCC(=O)NC2CCCCC2)nnc1C(C)NC(=O)c1cccs1 (configuration not stated),-0.4%,0%,6%,-1.8%,-1%,10%,-3%,-0.1%,2%,
Cc1ccc(C(=O)O)cc1N1C(=O)c2cccc3c([N+](=O)[O-])ccc(c23)C1=O,36%,32%,18%,/,-9%,21%,/,4.7%,4%,
COC(=O)c1cccc(NC(=O)CCc2cc(OC)c(OC)c(OC)c2)c1,-1.5%,-20%,5%,-7.3%,-1%,3%,0%,12%,1%,
O=C(NC(NCc1ccccc1)C(Cl)(Cl)Cl)c1cccnc1 (configuration not stated),-2.0%,8%,2%,-1.7%,-4%,10%,-2%,0.7%,4%,
CCc1noc(C)c1C(=O)N(CC)c1nc2c(C)cccc2s1,/,7%,/,/,/,-2%,5%,3.5%,/,
Fc1cccc(-c2cc3nc4c(c(N5CCC6(CC5)OCCO6)n3n2)CCCC4)c1,-2.1%,11%,-1%,-3.1%,-3%,7%,0%,11%,4%,
CCN(CC)CCN1C(=O)C(O)=C(C(=O)c2cccs2)C1c1ccc(C)o1 (configuration not stated),3.2%,11%,7%,-3.5%,-1%,6%,0%,-0.2%,-4%,
N#Cc1ccccc1NC(=O)C1SC(=Nc2ccccc2)C(C(=O)Nc2ccc(Cl)cc2)=C1N (configuration not stated),20%,2%,-5%,-4.5%,-6%,8%,-6%,2.5%,24%,
Cc1ccc(C(=O)Nc2ccc(N3CCN(C)CC3)cc2)cc1C,0.7%,22%,-4%,/,-7%,10%,1%,-1.1%,9%,Dengue-2 NS5 capping pilot replicate=1.5
COCCN(C(=S)Nc1ccc(OC)cc1)C1CCN(C(C)C)CC1,0.1%,9%,0%,-2.6%,-6%,5%,-2%,-0.4%,11%,
CC(C)(C)c1cc(NS(=O)(=O)c2ccc(Br)s2)no1,3.1%,9%,0%,/,-7%,7%,-2%,2.5%,20%,
N#CCC(=O)Nc1ccc(C(=O)NCC(c2ccco2)N2CCCCC2)cc1 (configuration not stated),25%,11%,13%,-5.1%,-3%,7%,-58%,2.1%,27%,
O=C(Nc1ccc(Cl)cn1)c1ccccc1[N+](=O)[O-],-0.2%,9%,9%,-3.5%,-10%,7%,-14%,2.7%,-8%,
CCOCCCNC(=O)C(NC(=O)c1ccc(NC(C)=O)cc1)c1ccc(OC)cc1 (configuration not stated),-1.5%,14%,7%,-1.3%,-6%,5%,-5%,1.2%,5%,
O=C(CCc1ccccc1)NNc1ccc(F)cc1,-2.5%,16%,1%,/,-9%,11%,2%,/,5%,
O=C(Cn1nnc(-c2cc(Cl)ccc2-n2cnnn2)n1)N1CCCc2ccccc21,-1.2%,2%,-1%,4.2%,-1%,9%,-17%,0.8%,-2%,
CC(CC(=O)Nc1ccc(Cl)c([N+](=O)[O-])c1)c1ccccc1 (configuration not stated),-0.6%,26%,0%,-1.5%,-11%,6%,-7%,3.4%,-1%,
COc1ccc(N2CCN(C(=O)C(OC(C)=O)c3ccccc3)CC2)cc1 (configuration not stated),-1.9%,15%,-3%,-1.1%,-10%,10%,-8%,1.1%,0%,
O=C(Nc1ccc(N2CCOCC2)c(Cl)c1)c1ccco1,0.5%,11%,2%,-7.5%,-1%,8%,-6%,2.2%,10%,

# Going on with the list.
SMILES,HIV fusion peptide,SV40 large T antigen,SIAH1 antagonists,XIAP antagonists,LYP phosphatase,Rac1 GTP hydrolysis,Dengue-2 NS5 capping,RSV CPE inhibition,AID2073,others
CCOC(=O)Cc1csc(NC(=O)CCc2ccccc2)n1,-1.0%,6%,4%,/,-10%,9%,-12%,2.4%,0%,
COc1ccc(C2Nc3ccccc3C(=O)N2NS(=O)(=O)c2ccc(C)cc2)c(OC)c1 (configuration not stated),-1.2%,7%,0%,/,-5%,5%,0%,2.6%,0%,
CCN(CC)c1ccc(/C=C(\C#N)C(N)=S)cc1,69%,27%,8%,/,6%,16%,-45%,3.6%,-21%,
NC(=O)NCCCC(=O)NCC(c1ccccc1Cl)c1c[nH]c2ccccc12 (configuration not stated),-0.7%,12%,3%,/,-9%,6%,-3%,1.4%,14%,
C=CCNc1nc(C)c(CNc2c(C)cc(C)cc2C)nc1C#N,-1.8%,3%,0%,/,-11%,4%,0%,7.0%,1%,
Cc1ccc(C(=O)N/N=C\C2CC=CCC2)cc1[N+](=O)[O-] (configuration not stated),0.3%,7%,-3%,/,-13%,8%,-5%,1.2%,7%,
CNS(=O)(=O)c1cccc2cccnc12,-0.6%,-2%,1%,-2.3%,-1%,9%,-1%,0.1%,-8%,
COc1cccc(-c2ccc(NC(=O)C3CCCN(Cc4cnn(C)c4)C3)cc2)c1 (configuration not stated),-0.8%,8%,-3%,/,-11%,14%,0%,-0.5%,9%,

# 5 neighbouring compounds already listed, for reference:
SMILES,HIV fusion peptide,SV40 large T antigen,SIAH1 antagonists,XIAP antagonists,LYP phosphatase,Rac1 GTP hydrolysis,Dengue-2 NS5 capping,RSV CPE inhibition,AID2073,others
NC(=O)NCCCC(=O)NCC(c1ccccc1Cl)c1c[nH]c2ccccc12 (configuration not stated),-0.7%,12%,3%,/,-9%,6%,-3%,1.4%,14%,
C=CCNc1nc(C)c(CNc2c(C)cc(C)cc2C)nc1C#N,-1.8%,3%,0%,/,-11%,4%,0%,7.0%,1%,
Cc1ccc(C(=O)N/N=C\C2CC=CCC2)cc1[N+](=O)[O-] (configuration not stated),0.3%,7%,-3%,/,-13%,8%,-5%,1.2%,7%,
CNS(=O)(=O)c1cccc2cccnc12,-0.6%,-2%,1%,-2.3%,-1%,9%,-1%,0.1%,-8%,
COc1cccc(-c2ccc(NC(=O)C3CCCN(Cc4cnn(C)c4)C3)cc2)c1 (configuration not stated),-0.8%,8%,-3%,/,-11%,14%,0%,-0.5%,9%,
